NPYLR7 agonist = mosquito NPYLR7 agonism. 270,000 tested, 0.15% active. activation, % at 10 µM. AID 1259423. HEK293T NPYLR7/Galpha15, GCaMP6s calcium fluorescence; in the data active means activation above about 40%;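 further: 0% = vehicle and 100% = reference agonist at the receptor; some compounds past the cut are filed as inactive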
mcGAS inh = blocks mouse cGAS activity; inhibition, % at 12.5 µM; 160,000 tested, 0.15% active; recombinant cGAS, Kinase-Glo ATP depletion luminescence; AID 1259399; Q8C6L5;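 further: 0% = negative control wells and 100% = reference inhibitor with no enzyme activity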
hcGAS lum = blocks human cGAS activity | Q8N884 | recombinant h-cGAS, ATP depletion, Kinase-Glo luminescence | inhibition, % at 12.5 µM | 290,000 tested, 0.081% active;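 further: 0% = vehicle reaction and 100% = reaction without DNA for no activity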
Target sequence (Q8N884 whole entry, looked up): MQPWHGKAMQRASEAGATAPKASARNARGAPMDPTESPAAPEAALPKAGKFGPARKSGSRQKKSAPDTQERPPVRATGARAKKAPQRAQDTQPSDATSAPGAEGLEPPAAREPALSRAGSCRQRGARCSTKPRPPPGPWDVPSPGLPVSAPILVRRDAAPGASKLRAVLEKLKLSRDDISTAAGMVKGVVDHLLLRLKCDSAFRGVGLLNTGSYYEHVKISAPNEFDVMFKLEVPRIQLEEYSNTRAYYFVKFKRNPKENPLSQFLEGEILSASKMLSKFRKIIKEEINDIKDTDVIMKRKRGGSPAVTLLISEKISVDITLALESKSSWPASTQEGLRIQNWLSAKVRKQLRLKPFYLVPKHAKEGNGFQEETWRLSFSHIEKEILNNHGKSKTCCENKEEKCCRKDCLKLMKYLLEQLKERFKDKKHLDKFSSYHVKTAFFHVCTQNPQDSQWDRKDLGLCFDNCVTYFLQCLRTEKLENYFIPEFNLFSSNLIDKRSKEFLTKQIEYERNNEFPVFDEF
* marks the source's active call; other numbers are inactive results; x = no result given; & = joins results of further samples. Unless noted, no stated cut-off is given here; in the data, active means inhibition above about 40%; inactive means the rest.

(1) CO[C@H]1CN(Cc2cccc(Cl)c2Cl)CC[C@H]1N
(2) COc1ccc(S(=O)(=O)N2CCCN(C(=O)CN3CCc4sccc4C3c3cccc(F)c3)CC2)cc1 (stereo not drawn)
(3) O=C(/C=C/c1ccc(F)cc1)Nc1nc(-c2ccc(F)cc2)cs1
(4) Cc1nc(N2CCCC2)ncc1C(=O)NCCCN1CCOCC1
(5) CC(C)N(Cc1ccc(OS(=O)(=O)c2ccc(F)cc2)cc1)C(=O)Nc1ccccc1C(F)(F)F
(6) CC1(C)Cc2cccc(OCC(=O)NC3CCOc4ccccc43)c2O1 (stereo not drawn)
(7) CC(O)(C(=O)NCc1cccnc1-n1cnc2ccccc21)c1ccccc1 (stereo not drawn)
(8) C[C@@H]1CC2C3CCC4=CC(=O)C=C[C@]4(C)[C@@]3(F)[C@@H](O)C[C@]2(C)[C@@]1(O)C(=O)COP(=O)(O)O (stereo partly drawn)

compound no.	1	2	3	4	5	6	7	8
hcGAS lum	-2	-9	-2	-16	0	-9	2	3&-5
mcGAS inh	x	-5	-3	-6	0	-10	-2	x
NPYLR7 agonist	21	16	4	x	-6	6	x	0&-9

(9) COC(=O)c1ccc(C(=O)Nc2c3c(nn2-c2nc4ccccc4s2)CCC3)cc1
(10) Cc1cc(NC(=O)c2cccc(CN3CCCC3)c2)n[nH]1
(11) COc1ccc(CN2CCN(C3CCC3)CC2CCO)c(F)c1 (stereo not drawn)
(12) CCOC(=O)c1cc(-c2ccc(N3CCN(C(=O)c4cccs4)CC3)cc2)n(-c2cccc(F)c2)n1
(13) CCn1c(SCc2cccc(-n3cccc3)c2)nnc1-c1cc(-c2ccccc2)nc2ccccc12
(14) COc1ccc2[nH]c3c(c2c1)CCN(C(=O)c1ccc(C)c(C)c1)C3c1ccccc1OC (stereo not drawn)
(15) CC(C)[C@H](N)C(=O)N[C@@H](Cc1c[nH]c2ccccc12)C(=O)O
(16) COCCn1c(=NC(=O)c2ccnn2C)sc2ccccc21

compound no.	9	10	11	12	13	14	15	16
hcGAS lum	11	2	-8	-4	-4	-13	-4	2
mcGAS inh	x	x	x	-7	-4	-6	-3	-5
NPYLR7 agonist	2	-22	14	24	-3	9	-6	x

(17) COC(C)(C)CCCC(C)Cc1nc2ccc(-n3cnnn3)cc2[nH]1 (stereo not drawn)
(18) COc1ccc(Cl)c2sc(N(Cc3cccnc3)C(=O)c3ccccc3)nc12
(19) CC1(C)[C@@H](OC(=O)CCC(=O)O)CC[C@]2(C)[C@H]3C(=O)C=C4[C@@H]5C[C@@](C)(C(=O)O)CC[C@]5(C)CC[C@@]4(C)[C@]3(C)CC[C@@H]12
(20) CN(C)c1cccc(C(NC(=O)c2cccnc2Oc2ccc(Cl)cc2)c2ccc(S(C)(=O)=O)cc2)c1 (stereo not drawn)
(21) COCCN(Cc1cccs1)CC1CCOC1 (stereo not drawn)
(22) CCOC(=O)CCCCCC(=O)Nc1cc(-c2onc3c2CCc2ccccc2-3)ccc1OC
(23) CC(C)N1CCC(CNC(=O)CCC2CCCC2)C1 (stereo not drawn)
(24) COc1ccccc1-n1nc(C(C)C)nc1-c1cccc(-n2cnnc2)n1

compound no.	17	18	19	20	21	22	23	24
hcGAS lum	-5	-6	-12	-7	-6	1	-2	-6
mcGAS inh	x	x	-6	-4	-11	-5	x	-12
NPYLR7 agonist	3	18	-4	4	2	6	23	-5

(25) COc1cccc(C(=O)CN2C(=O)NC3(CCCc4sccc43)C2=O)c1 (stereo not drawn)
(26) COc1cc(C=C(C#N)C(=O)OC(C)C)cc(Cl)c1O
(27) NC(=O)[C@@H]1CCCN1c1ccc(-c2nc(CCCc3ccccc3)no2)cn1
(28) Cc1sc2nc(CCN)nc(N(C)CCc3ccccn3)c2c1C
(29) Cc1cccc(C(=O)N2CCCCC2C(=O)Nc2cccc(-c3nnc(C)s3)c2)n1 (stereo not drawn)
(30) CCOC(=O)CCC(=O)N1CCN(Cc2nc(C(C)(C)C)cs2)CC1
(31) Cc1nn(C)c2nc(-c3ccco3)cc(C(=O)NC3CCS(=O)(=O)C3)c12 (stereo not drawn)
(32) Cc1noc(C)c1CSc1ncnc2sc3c(c12)CCC3

compound no.	25	26	27	28	29	30	31	32
hcGAS lum	0	-4	-10	-3	-5	-1	9	-6
mcGAS inh	-4	x	x	x	x	-8	x	x
NPYLR7 agonist	-4	83*	5	4	2	-7	-3	6

(33) Cc1ccsc1CN(C)C(C)C(=O)Nc1ccc(F)cc1F (stereo not drawn)
(34) COc1cc(OC)cc(-c2ccc(CN3CCNCC3)cc2)c1
(35) COc1ccc(C2OCC3(CCCC4(COC(c5ccc(OC)cc5)OC4)C3=O)CO2)cc1 (stereo not drawn)
(36) CC[C@H]1OC(=O)[C@H](C)[C@@H](O[C@H]2C[C@@](C)(OC)[C@@H](O)[C@H](C)O2)[C@H](C)[C@@H](O[C@@H]2O[C@H](C)C[C@H](N(C)C)[C@H]2O)[C@](C)(O)C[C@@H](C)/C(=N/OCOCCOC)[C@H](C)[C@@H](O)[C@]1(C)O
(37) O=C(NC1CC1)c1nnn(-c2ccccc2)c1CSc1ncccn1
(38) O=C(O)CCc1nn2c3ccccc3n(CCOc3ccccc3)c2nc1=O
(39) CCCCCCc1ccc(C(=O)N2CCC3(CC2)SCCN3C(=O)c2ccc(Cl)cc2)cc1
(40) CN1C(C(=O)Nc2ccccn2)=C(O)c2sc(Cl)cc2S1(=O)=O

compound no.	33	34	35	36	37	38	39	40
hcGAS lum	-11	-6	-10	0	-6	-12	-1	2
mcGAS inh	-6	-10	x	x	-9	x	-5	x
NPYLR7 agonist	5	20	0	-11	-3	5	8	-8

(41) CC(C)CCN(Cc1ccsc1)CC(O)COC(C)C (stereo not drawn)
(42) CCc1nc(C)c(CC(=O)N2CCC3(CCNCC3)CC2)c(=O)[nH]1
(43) COc1cn(CC(=O)NCc2ccc(F)cc2)c(CSc2nnnn2C)cc1=O
(44) CCOc1ccccc1N(CCCN1C(=O)c2cccc3cccc(c23)C1=O)C(=O)c1ccccc1
(45) CN(C)CC1(O)CCCN(c2cnc3ccccc3n2)CC1 (stereo not drawn)
(46) Cn1cccc1C(=O)Nc1ccc2nc([C@H]3C[C@H](O)[C@@H](CO)O3)[nH]c2c1
(47) O=S(=O)(c1ccccc1Cl)N1CCN(Cc2ncc(-c3ccccc3)o2)CC1
(48) O=C(NCCCc1nnc2ccccn12)c1ccccc1C1CCNC1 (stereo not drawn)

compound no.	41	42	43	44	45	46	47	48
hcGAS lum	-3	-7	-6	-4	-6	-5	-4	-4
mcGAS inh	-6	x	-5	x	-15	-3	x	-10
NPYLR7 agonist	19	8	-4	-4	4	11	10	1

(49) Fc1ccccc1-c1nnn(Cc2ccc3c(c2)OCO3)n1
(50) CCOC(=O)N1CCN(C(=O)c2csc(-c3cc4ccccc4n3C)n2)CC1
(51) Cc1nc(CSCC(=O)N(Cc2ccccc2)CC(C)O)no1 (stereo not drawn)
(52) O=C(Nc1ccc2c(c1)OCO2)N1CCCC1c1ccccn1 (stereo not drawn)
(53) COc1cc(C)ccc1OCc1cc(C(=O)NCCCOC(C)C)no1
(54) Cc1oc(-c2cccs2)nc1CN1CCCC(c2ccccc2)C1 (stereo not drawn)
(55) Cc1cccc(NC(=O)Nc2ccc(Nc3ccc(-n4cccn4)nn3)cc2)c1
(56) COc1cc(C)ccc1-c1csc(-c2ccccc2N)n1

compound no.	49	50	51	52	53	54	55	56
hcGAS lum	-14	-2	1	-3	3	-4	-7	-6
mcGAS inh	x	x	x	x	x	-16	-8	x
NPYLR7 agonist	0	1	3	7	-2	8	-3	14

(57) CN(CCCNC(=O)c1ccc(-c2n[nH]c3c2CCCc2ccccc2-3)cc1)c1ccccc1
(58) CC(=O)N1CCC(C(=O)Nc2nccs2)(c2ccccc2)CC1
(59) O=C(NCc1ccccc1)C1COC2(CCCCC2)N1C(=O)c1cccs1 (stereo not drawn)
(60) Cc1cccc(Nc2ccc(NCCNC(=O)Nc3ccc(F)cc3)nn2)n1
(61) CC1(C)NC(=O)N(Cc2coc(-c3ccc(Cl)cc3)n2)C1=O
(62) COCCn1c(CN2CCC(Cc3ccccc3)CC2)nc2c1c(=O)n(C)c(=O)n2C
(63) CC(=O)NCC(=O)N1CCN(Cc2ccc(-c3noc(-c4cccs4)n3)cc2)CC1
(64) O=C(Nc1nnc(C2CC2)s1)c1cn(-c2ccc(Br)cc2)nn1

compound no.	57	58	59	60	61	62	63	64
hcGAS lum	-4	-2	-8	-7	-3	-4	-7	-2
mcGAS inh	-5	-5	-7	x	x	-9	-3	x
NPYLR7 agonist	x	0	-3	8	4	5	26	9

(65) O=C(CC1CCCCC1)NCCOc1ccc(-c2ccccc2)nn1
(66) Cc1c(C(C)NC(=O)c2cc(C(F)(F)F)ccc2Cl)cnn1-c1ccccn1 (stereo not drawn)
(67) C#CCN(CC=C)C(=O)c1cc(COc2cccc(C(F)(F)F)c2)on1
(68) OCCC1CN(Cc2cnc(-c3ccccc3)s2)CCN1Cc1ccsc1 (stereo not drawn)
(69) Cc1nn(-c2ccc(F)cc2)c2nc(Cc3ccccc3)nc(N3CCCN(C(=O)c4cccs4)CC3)c12
(70) CCN(CCc1ccccn1)C(=O)CC1CC2(CCNCC2)c2ccccc21 (stereo not drawn)
(71) Cc1cc(C(=O)NCCC(=O)N2CCC(C(=O)N3CCCCC3)CC2)n(C)n1
(72) CC(C)NC(=O)NCCOc1ccc(F)c(F)c1

compound no.	65	66	67	68	69	70	71	72
hcGAS lum	-6	-3&-8	0	-3	-6	-7	-1	-4
mcGAS inh	-7	-11	-6	-8	-5	x	2	x
NPYLR7 agonist	2	9&2	13	5	8	2	-2	5

(73) CCOc1ccc(CC(=O)Nc2c(C)nc3ccc(Cl)cn3c2=O)cc1
(74) COc1ccccc1CSc1nnc(-c2cccc(C)c2)n1-c1ccccc1
(75) O=C(C1CCN(c2nc(Cc3ccc(F)cc3)ns2)CC1)N1CCN(c2ccc([N+](=O)[O-])cc2)CC1
(76) O=C(c1cc2sc(Br)cc2n1Cc1ccccc1)N1CCCC1
(77) O=C(COc1ccc(OCC(=O)Oc2ccccn2)cc1)Oc1ccccn1
(78) O[C@H]1C[C@@H]2CN(c3nccc(CCC(F)(F)F)n3)C[C@@H]2C[C@@H]1O
(79) CC(C)c1ccc(C(=O)N2CCN(Cn3[nH]c(C(C)(C)C)nc3=S)CC2)cc1
(80) O=C(Cn1nc2c(c1NC(=O)CC1CCCCC1)CSC2)NCc1ccc(F)cc1

compound no.	73	74	75	76	77	78	79	80
hcGAS lum	-8	-7	-5	-3	-7	-4	-8	5
mcGAS inh	x	-7	-6	x	x	-14	x	-1
NPYLR7 agonist	-5	x	3	4	-3	15	8	2

Structures above that contain a thiophene ring, fused or not (15):
(2) COc1ccc(S(=O)(=O)N2CCCN(C(=O)CN3CCc4sccc4C3c3cccc(F)c3)CC2)cc1 (stereo not drawn)
(12) CCOC(=O)c1cc(-c2ccc(N3CCN(C(=O)c4cccs4)CC3)cc2)n(-c2cccc(F)c2)n1
(21) COCCN(Cc1cccs1)CC1CCOC1 (stereo not drawn)
(25) COc1cccc(C(=O)CN2C(=O)NC3(CCCc4sccc43)C2=O)c1 (stereo not drawn)
(28) Cc1sc2nc(CCN)nc(N(C)CCc3ccccn3)c2c1C
(32) Cc1noc(C)c1CSc1ncnc2sc3c(c12)CCC3
(33) Cc1ccsc1CN(C)C(C)C(=O)Nc1ccc(F)cc1F (stereo not drawn)
(40) CN1C(C(=O)Nc2ccccn2)=C(O)c2sc(Cl)cc2S1(=O)=O
(41) CC(C)CCN(Cc1ccsc1)CC(O)COC(C)C (stereo not drawn)
(54) Cc1oc(-c2cccs2)nc1CN1CCCC(c2ccccc2)C1 (stereo not drawn)

compound no.	2	12	21	25	28	32	33	40	41	54
hcGAS lum	-9	-4	-6	0	-3	-6	-11	2	-3	-4
mcGAS inh	-5	-7	-11	-4	x	x	-6	x	-6	-16
NPYLR7 agonist	16	24	2	-4	4	6	5	-8	19	8

(59) O=C(NCc1ccccc1)C1COC2(CCCCC2)N1C(=O)c1cccs1 (stereo not drawn)
(63) CC(=O)NCC(=O)N1CCN(Cc2ccc(-c3noc(-c4cccs4)n3)cc2)CC1
(68) OCCC1CN(Cc2cnc(-c3ccccc3)s2)CCN1Cc1ccsc1 (stereo not drawn)
(69) Cc1nn(-c2ccc(F)cc2)c2nc(Cc3ccccc3)nc(N3CCCN(C(=O)c4cccs4)CC3)c12
(76) O=C(c1cc2sc(Br)cc2n1Cc1ccccc1)N1CCCC1

compound no.	59	63	68	69	76
hcGAS lum	-8	-7	-3	-6	-3
mcGAS inh	-7	-3	-8	-5	x
NPYLR7 agonist	-3	26	5	8	4
